From PubChem
UPR CHOP act: apoptotic UPR (CHOP) activation; CHO-CHOP luciferase reporter, luminescence; percent of tunicamycin response over DMSO baseline; activation, % at 10 µM; 330,000 tested, 0.34% active;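 active = at 10 µM dose, activation of 40% or more, normalized to positive control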;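 also: 100% = tunicamycin at 10 µg/mL and 0% = DMSO alone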
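Assay system: CHO-CHOP cells, stable luciferase reporter of PERK-eIF2a-CHOP signalling / Buffer or medium: F12 plus 10% serum / Compound dosing: one dose, 10 µM in 0.5% DMSO / Times: 6 h compound treatment, 37 °C / Technique: luciferase luminescence / Read-out: % reporter activation, DMSO baseline versus tunicamycin full activation / Benchmarks: tunicamycin and DMSO controls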
XBP1 UPR activ: activators of adaptive arm of unfolded protein response (XBP1). activation, % at 20 µM. AID 463104. 330,000 tested, 0.33% active. CHO-XBP1 luciferase reporter, IRE1-XBP1 UPR activation, luminescence; percent of tunicamycin response, DMSO as zero;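 active = versus positive control, 20 µM dose yields 30% or more activation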;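 also: 100% = tunicamycin at 10 µg/mL and 0% = DMSO only wells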
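Material: CHO-XBP1 cells stably carrying IRE1-XBP1-driven luciferase reporter | Medium: F12 with 10% serum | Compound dosing: 20 µM single concentration, DMSO 1% | Incubation: Overnight seeding at 37 °C, 6 h compound treatment at 37 °C | Detection: Steady-Glo luminescence read | Read-out basis: % activation of reporter signal versus tunicamycin and DMSO controls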
tim23-1 inh: tim23-1 yeast growth inhibition. inhibition, % at 20 µM. S. cerevisiae tim23-1 growth, BacTiter-Glo luminescence, 24 h. 330,000 tested, 1.3% active;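 active = growth inhibition of the mutant yeast at or above 50%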;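 also: temperature-sensitive mutant grown at 25 °C; plate controls were DMSO-treated mutant yeast for no effect and medium wells lacking yeast for full effect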
697 NFkB inh: inhibitors of the PMA/ionomycin-induced NF-kB reporter in 697 B cells; 697 B-cell NF-kB luciferase reporter, 16 h; inhibition, % at 4 µM; 330,000 tested, 0.33% active; in the data active = inhibition above about 35%
Mdm2 MdmX PPI: human Mdm2/MdmX binding inhibition; O15151+Q00987; SaOS-2 split-luciferase Mdm2/MdmX complementation, luminescence; inhibition, % at 8 µM; 330,000 tested, 3% active;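 active = inhibition of at least 50% at 8 µM in the primary screen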
Target sequence (O15151 whole entry, looked up): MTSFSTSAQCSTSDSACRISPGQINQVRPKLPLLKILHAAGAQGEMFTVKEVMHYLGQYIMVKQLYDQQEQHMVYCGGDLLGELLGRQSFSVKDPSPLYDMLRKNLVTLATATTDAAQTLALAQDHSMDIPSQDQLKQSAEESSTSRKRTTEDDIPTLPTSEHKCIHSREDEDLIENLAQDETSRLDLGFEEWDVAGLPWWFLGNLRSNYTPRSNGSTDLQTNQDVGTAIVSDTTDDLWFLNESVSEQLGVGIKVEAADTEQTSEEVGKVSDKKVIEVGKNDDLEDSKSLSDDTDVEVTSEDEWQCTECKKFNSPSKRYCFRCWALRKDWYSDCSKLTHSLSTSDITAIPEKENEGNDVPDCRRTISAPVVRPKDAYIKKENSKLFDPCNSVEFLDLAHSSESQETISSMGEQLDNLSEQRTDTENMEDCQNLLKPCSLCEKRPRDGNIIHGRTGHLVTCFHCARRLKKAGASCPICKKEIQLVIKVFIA
Target sequence (Q00987 whole entry, looked up): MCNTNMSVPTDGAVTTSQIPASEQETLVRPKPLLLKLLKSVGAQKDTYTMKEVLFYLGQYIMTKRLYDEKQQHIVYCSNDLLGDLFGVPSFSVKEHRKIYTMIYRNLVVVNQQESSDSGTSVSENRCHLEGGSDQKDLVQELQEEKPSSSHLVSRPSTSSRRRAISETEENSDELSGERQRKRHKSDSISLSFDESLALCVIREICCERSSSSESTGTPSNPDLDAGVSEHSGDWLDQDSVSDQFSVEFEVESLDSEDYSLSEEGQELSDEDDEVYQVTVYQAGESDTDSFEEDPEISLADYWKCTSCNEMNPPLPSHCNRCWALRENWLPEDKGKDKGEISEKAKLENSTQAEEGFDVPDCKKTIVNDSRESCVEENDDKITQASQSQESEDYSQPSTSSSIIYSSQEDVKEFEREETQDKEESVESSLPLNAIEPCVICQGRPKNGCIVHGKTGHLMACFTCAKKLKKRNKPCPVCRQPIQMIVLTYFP
TIM10 inh: inhibits growth of TIM10 yeast strain. AID 463195. 330,000 tested, 1.4% active. inhibition, % at 10 µM. S. cerevisiae TIM10 strain growth, BacTiter-Glo luminescence, 24 h;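 active = inhibition of 40% or more at the single tested concentration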;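 also: wild-type TIM10 isogenic control strain grown at permissive 25 °C; 0% = DMSO yeast wells and 100% = minimal medium wells without yeast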
tim10-1 inh: inhibits growth of tim10-1 mutant yeast. S. cerevisiae tim10-1 ts strain growth, BacTiter-Glo, 24 h. inhibition, % at 20 µM. 330,000 tested, 2.2% active. AID 463190;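 active = inhibition of at least 40%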;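 also: mutant grown at 25 °C; 0% = DMSO wells with yeast and 100% = wells holding no yeast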
Jurkat NFkB inh: inhibitors of the PMA/ionomycin-induced NF-kB reporter in Jurkat cells; PMA/ionomycin-induced NF-kB luciferase reporter, luminescence; inhibition, % at 4 µM; 330,000 tested, 0.53% active; AID 435003; in the data active = inhibition above about 50%
Numbers without * were called inactive. Rows are unselected; overall some 6.6% were active at least once.

SMILES	UPR CHOP act	XBP1 UPR activ	tim23-1 inh	697 NFkB inh	Mdm2 MdmX PPI	TIM10 inh	tim10-1 inh	Jurkat NFkB inh
COc1cccc(CNC(=O)C2CCN(c3cnccn3)CC2)c1	-2.3	0	12	13	-16	-4	-5	0
O=C(NCc1ccccc1)C1=C[C@H](c2ccc3c(c2)OCO3)C[C@H](OCCCCO)O1	0.5	0	26	-16	-1	10	25	-6
COC(=O)c1sc(C(=O)OC)c(C(=O)OC)c1C(=O)OC	-1.0	-2	-7	2	13	-11	-12	-2
COc1ccc(S(N)(=O)=O)cc1C(=O)NNC(=O)CN(C)S(=O)(=O)c1ccc(Cl)cc1	0.1	1	20	-9	3	7	10	-9
S=c1[nH]nc(-c2ccc(Cl)cc2)n1-c1ccc(Cl)cc1	0.5	-2	34	-2	18	17	27	-18
CCOc1ccc(S(=O)(=O)N2CCCCC2)cc1NC(=O)CN1C(=O)NC(C)(C2CC2)C1=O (stereo not drawn)	-1.9	-3	6	-2	-7	10	-1	-11
CN(C)c1nc(NCc2ccccc2)nc(N/N=C/c2ccc(Cl)cc2Cl)n1	-2.6	-1	-17	2	-37	5	13	7
COCCCNC(=O)c1cc2cc([N+](=O)[O-])cc(OC)c2oc1=O	0.9	2	20	7	26	5	40	0
CC(C)OC(=O)c1cccnc1SCC(=O)N(C)c1ccccc1	-2.6	-1	33	3	14	30	34	6
CCOc1ccc(NS(=O)(=O)c2csc(C(N)=O)c2)cc1	0.5	-3	15	2	13	4	-19	2
CCOc1ccc(CCNC(=O)COC(=O)CNS(=O)(=O)c2ccc(C)cc2)cc1OCC	1.6	-3	9	23	-19	-6	5	11
Cc1cccc(C(=O)NNc2ncnc3c2cnn3C)c1	0.2	-3	2	2	13	-5	5	-7
COc1ccc(-c2ccc3c(c2)S(=O)(=O)c2cccc(C(=O)NC4CCCCC4)c2C3=O)cc1OC	-1.9	0	5	-19	6	1	14	2
Cc1ccc(S(=O)(=O)Nc2cccc(C(=O)NCC(c3ccccc3)N(C)C)c2)cc1F (stereo not drawn)	-0.4	-1	19	4	14	9	26	-3
COc1ccc(CNc2nc3c(c(=O)n(Cc4ccc(Cl)cc4)c(=O)n3C)n2C)cc1	3.0	1	18	3	44	31	30	21
Cc1c(Cl)cnc(NC(=O)COC(=O)c2nn(C)c(=O)c3ccccc23)c1Cl	-0.2	1	15	-3	18	8	22	4
Cc1cccc(N2CCN(C(=O)CSc3nnnn3C3CC3)CC2)c1C	0.0	-3	8	3	24	-16	-19	-13
Cc1ccc(Cn2c(SCC(=O)N3CC(=O)Nc4ccccc43)nc3ccccc3c2=O)cc1	5.2	0	24	-8	4	27	27	-33
COc1ccc(NC2=C3CCCC=C3N(c3ccc(OC)cc3)C2=O)cc1	-1.7	-2	27	7	15	-14	22	-22
S=c1[nH]nc(COc2ccc(Cl)cc2)n1Cc1ccco1	0.8	-2	18	-8	-3	12	27	-3

Rewritten with values under each structure: part of the list above.
Below each SMILES – UPR CHOP act | XBP1 UPR activ | tim23-1 inh | 697 NFkB inh | Mdm2 MdmX PPI | TIM10 inh | tim10-1 inh | Jurkat NFkB inh
> COc1cccc(CNC(=O)C2CCN(c3cnccn3)CC2)c1
→ -2.3 | 0 | 12 | 13 | -16 | -4 | -5 | 0
> O=C(NCc1ccccc1)C1=C[C@H](c2ccc3c(c2)OCO3)C[C@H](OCCCCO)O1
→ 0.5 | 0 | 26 | -16 | -1 | 10 | 25 | -6

The list goes on.
SMILES	UPR CHOP act	XBP1 UPR activ	tim23-1 inh	697 NFkB inh	Mdm2 MdmX PPI	TIM10 inh	tim10-1 inh	Jurkat NFkB inh
COc1cccc(CCC(=O)Nc2cc3c(cc2C(=O)O)OCCCO3)c1OC	0.5	-1	3	27	-9	5	6	5
Cc1cc(C)c(NC(=O)COc2ccccc2C(=O)Nc2ccc3c(c2)oc2ccccc23)c(C)c1	2.1	-1	13	-10	44	13	10	-3
CCOC(=O)NC(NC(=S)Nc1ccc(OC)cc1)C(Cl)(Cl)Cl (stereo not drawn)	-1.3	2	-1	5	-2	4	16	-5
COCCCN1C(=O)C2C(C(=O)Nc3cc(C)cc(C)c3)C3C=CC2(O3)C1C(=O)NC1CCCCC1 (stereo not drawn)	0.2	-1	7	13	6	10	-8	1
CC(C)OC(=O)CSc1nnc(-c2cccnc2)n1Cc1ccccc1	-1.5	-1	6	15	-13	16	12	2
Cc1cc(C(=O)Nc2ccccc2C(=O)O)ccc1NC(=O)COc1cccc(C)c1C	1.0	-6	-7	-8	0	4	0	12
COc1ccc(/C=C(/NC(=O)c2ccc(C)cc2)C(=O)NCc2ccncc2)cc1	-0.3	-4	4	2	21	6	-11	13
Cn1cc(CC(=O)N2CCN(c3ccc(Cl)cc3)CC2)c2ccccc21	-2.6	-1	27	-12	14	10	21	6
CCC(COC)NC(=O)c1ccc(OC)c(OC2CCN(C(C)=O)CC2)c1 (stereo not drawn)	0.4	-2	-11	6	10	-4	-14	3
Cc1ccc(S(=O)(=O)Nc2cc(C(=O)Nc3cc(C)cc(C)c3)ccc2Cl)cc1	-0.4	-6	-8	2	17	-62	-56	-1
O=C(NC(NNc1ccc([N+](=O)[O-])cc1)(C(F)(F)F)C(F)(F)F)c1ccc(F)cc1	0.8	-2	32	18	-14	31	39	0
COc1cc2c(cc1OC)C(CSc1ccccc1C(=O)O)=NC(C)(C)C2	0.1	8	12	13	22	3	14	16
Nc1nonc1C(=O)NCCNS(=O)(=O)c1ccc(Br)cc1	4.2	-1	14	8	15	-15	-18	-4
c1ccc(CN=C2Nc3ccccc3CS2)nc1	2.0	0	5	-106	-54	-11	13	-64
Cn1c(N)c(S(=O)(=O)c2ccc(Br)cc2)c2nc3ccccc3nc21	0.0	2	7	-10	16	22	15	-2
COc1ccc2c(c1)CCCC21NC(=O)N(CC(=O)NCc2cccs2)C1=O (stereo not drawn)	0.1	-1	8	10	4	-3	0	-6
COC(=O)c1ccc(CNC(=O)C(C)N=C2NS(=O)(=O)c3ccccc32)cc1 (stereo not drawn)	0.1	-4	8	1	-15	-9	-17	4
COc1ccc(OC)c(CN2CCN(C(=O)c3cc4ccccc4cc3O)CC2)c1	0.6	-1	33	7	12	16	28	10
O=C(CCS(=O)(=O)c1ccccc1)N1CCCc2ccccc21	4.3	0	17	-3	17	-4	27	-2
CCC(CC)NC(=O)c1ccccc1Oc1ccccc1	-2.8	-4	6	2	18	6	-4	-6
O=C(c1ccco1)N(Cc1ccccc1)Cc1ccccn1	-0.9	4	13	14	-5	10	12	10
O=C(CSc1nnc(-c2ccc(F)cc2)c2ccccc12)Nc1ccccc1Cl	4.4	-1	37	5	3	21	33	12
CCOc1ccc(NC(=O)N(Cc2ccc(C)cc2)Cc2ccccn2)cc1	2.0	-3	36	-1	5	34	34	-8
CC(C)CN(CCC(=O)O)CC(C)C	1.0	0	3	-3	-19	-1	8	0
O=C(NC1CC2CCC(C1)N2Cc1ccco1)c1ccccc1 (stereo not drawn)	-0.4	-2	11	3	-16	-7	5	3
COCCn1nnnc1C(c1ccccc1OC)N1CCN(c2ccccc2F)CC1 (stereo not drawn)	-2.0	-2	22	17	14	11	20	2
COc1ccc(-c2nc(Cn3c(SCc4ccc(C)cc4)nc4ccncc43)c(C)o2)cc1OC	15	4	19	-39	27	-3	11	-33
CCCCn1c(N)c(N(CC)C(=O)c2cc(Br)ccc2Cl)c(=O)[nH]c1=O	-0.2	-1	0	-2	21	9	3	0
Cc1cc(C)nc(NC(=O)c2ccc([N+](=O)[O-])c(C)c2)n1	1.2	-5	-10	1	12	2	5	-2
COc1cnc(SCC(=O)O)[nH]c1=O	0.8	1	-5	4	17	1	0	0
O=C(/C(=C/O)N=Nc1ccccc1)c1ccncc1	-3.6	-3	56*	4	20	-10	23	-1
CCOC(=O)C1CCN(C(c2cc3ccc(C)c(C)c3[nH]c2=O)c2nnnn2C2CCCCC2)CC1 (stereo not drawn)	2.2	-2	28	5	16	13	21	7
CC(Oc1ccccc1)C(=O)Nc1cccc(NC(=O)c2ccco2)c1 (stereo not drawn)	-0.5	-3	17	0	9	8	21	-7
COc1ccc(/C=N/NC(=O)Cn2nnc3ccccc32)cc1OC	1.8	5	14	-7	13	6	-1	-4
CCOC(=O)c1cnc2c(C)cc(Cl)cc2c1NCCCN1CCOCC1	1.5	-2	17	-24	10	10	6	-4
Cc1[nH]c(=O)[nH]c(=O)c1N(C)C	-1.6	3	11	0	6	-10	-4	-1
CC(=O)c1sc(NC(=O)CCS(=O)(=O)c2ccc(Cl)cc2)nc1C	0.0	-5	21	2	51*	18	26	2
CC(C)CCC(CCN1CCCC1)c1ccc2c(c1)OCO2 (stereo not drawn)	1.1	1	-3	-1	4	30	16	35
CCCN1CCN(C(=O)CCCNC(=O)Cn2cnc3sc(C)c(C)c3c2=O)CC1	0.4	-2	6	11	2	0	4	-18
C/C(=N\NC(=O)COc1ccc(C#N)cc1)c1ccccc1OC(F)F	-1.9	-3	-6	20	-3	4	2	16

An excerpt from above, showing only XBP1 UPR activ, Jurkat NFkB inh and UPR CHOP act.
| canonical_smiles | XBP1 UPR activ | Jurkat NFkB inh | UPR CHOP act |
| --- | --- | --- | --- |
| COc1ccc(-c2nc(Cn3c(SCc4ccc(C)cc4)nc4ccncc43)c(C)o2)cc1OC | 4 | -33 | 15 |
| CCCCn1c(N)c(N(CC)C(=O)c2cc(Br)ccc2Cl)c(=O)[nH]c1=O | -1 | 0 | -0.2 |

Entries shown so far containing a furan ring, fused or not, in the order listed:
SMILES	UPR CHOP act	XBP1 UPR activ	tim23-1 inh	697 NFkB inh	Mdm2 MdmX PPI	TIM10 inh	tim10-1 inh	Jurkat NFkB inh
S=c1[nH]nc(COc2ccc(Cl)cc2)n1Cc1ccco1	0.8	-2	18	-8	-3	12	27	-3
Cc1cc(C)c(NC(=O)COc2ccccc2C(=O)Nc2ccc3c(c2)oc2ccccc23)c(C)c1	2.1	-1	13	-10	44	13	10	-3
O=C(c1ccco1)N(Cc1ccccc1)Cc1ccccn1	-0.9	4	13	14	-5	10	12	10
O=C(NC1CC2CCC(C1)N2Cc1ccco1)c1ccccc1 (stereo not drawn)	-0.4	-2	11	3	-16	-7	5	3
CC(Oc1ccccc1)C(=O)Nc1cccc(NC(=O)c2ccco2)c1 (stereo not drawn)	-0.5	-3	17	0	9	8	21	-7
